# EPAC2 antag – qHTS for Antagonist of cAMP-regulated guanine nucleotide exchange factor 2 (EPAC2): primary screen | Rap guanine nucleotide exchange factor 4 (Homo sapiens), Q8WZA2 | EPAC2 GEF exchange of Rap1B-BODIPY-GDP, fluorescence | Potency, µM (highest dose often 114 µM), without a hit: top-dose activity, negative = inhibition, most hits filed as inhibitors | 360,000 tested, 0.18% active | AID 720708, 2013; also: potency is read from the fitted curve at half-maximal effect; % is scaled to controls: 0 for no effect and ±100 for the full control effect; nearly all actives have a fitted effect of over 45% in size; many of its hits are not listed in these tables
# Target sequence (Q8WZA2 whole entry, looked up): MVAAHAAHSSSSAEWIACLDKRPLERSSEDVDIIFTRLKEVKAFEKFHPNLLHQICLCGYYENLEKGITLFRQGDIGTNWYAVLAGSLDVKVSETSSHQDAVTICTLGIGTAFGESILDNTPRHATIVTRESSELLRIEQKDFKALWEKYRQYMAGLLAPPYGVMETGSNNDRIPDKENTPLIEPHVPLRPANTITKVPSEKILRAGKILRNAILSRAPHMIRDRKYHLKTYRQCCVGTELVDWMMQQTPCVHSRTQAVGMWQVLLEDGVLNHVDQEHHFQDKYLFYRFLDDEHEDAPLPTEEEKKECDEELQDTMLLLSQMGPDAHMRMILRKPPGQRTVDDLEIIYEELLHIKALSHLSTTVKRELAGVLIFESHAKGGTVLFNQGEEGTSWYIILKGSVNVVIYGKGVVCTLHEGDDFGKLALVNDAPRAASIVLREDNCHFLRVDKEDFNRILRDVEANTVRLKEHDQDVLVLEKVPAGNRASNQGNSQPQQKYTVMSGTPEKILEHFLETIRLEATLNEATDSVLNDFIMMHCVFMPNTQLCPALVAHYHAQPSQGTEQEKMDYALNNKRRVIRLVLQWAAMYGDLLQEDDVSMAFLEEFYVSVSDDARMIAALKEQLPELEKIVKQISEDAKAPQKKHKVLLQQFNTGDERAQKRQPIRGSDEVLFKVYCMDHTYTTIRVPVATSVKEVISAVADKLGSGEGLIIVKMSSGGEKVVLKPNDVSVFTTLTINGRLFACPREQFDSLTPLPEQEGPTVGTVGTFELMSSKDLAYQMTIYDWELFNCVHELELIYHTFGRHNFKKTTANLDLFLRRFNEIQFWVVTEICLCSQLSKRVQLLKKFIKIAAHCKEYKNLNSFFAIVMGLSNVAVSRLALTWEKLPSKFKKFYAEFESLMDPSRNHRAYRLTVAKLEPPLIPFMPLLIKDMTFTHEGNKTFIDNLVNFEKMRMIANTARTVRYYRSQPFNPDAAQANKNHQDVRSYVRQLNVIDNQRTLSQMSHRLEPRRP
# EPAC2 agonist – qHTS for Agonist of cAMP-regulated guanine nucleotide exchange factor 4 (EPAC2): primary screen. Potency, µM (top dose mostly 154 µM), for the others: at the top dose activation, hits mostly activators. AID 720711, 2013. EPAC2 activation, biochemical qHTS; response scale: 100% = 6.5 mM cAMP response. 360,000 tested, 0.079% active; also: potency is read from the fitted curve at half-maximal effect; nearly all actives have a fitted effect of over 50% in size
#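 Compounds were titrated in qHTS against a Rap1B-BODIPY-GDP (250 nM) complex with EPAC2 (100 nM) and GDP (50 uM). BODIPY-GDP release tracked at 480/540 nm over 30 min at room temperature, normalized to 6.5 mM cAMP.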
# D3 ag – qHTS of D3 Dopamine Receptor Agonist: qHTS; D(3) dopamine receptor (Homo sapiens), P35462; D3R DiscoveRx beta-arrestin cells, luminescence, 90 min; max activation, %; 410,000 tested, 0.58% active; AID 652048, 2013; in the data active = max activation above about 30%; also: 0% is about no effect; mostly tested at two doses, the higher about 12 µM
#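 Agonist-mode cell screen: cells plated at 1500/well and incubated overnight at 37 °C, then exposed to library compounds for 90 min at 37 °C. Detection reagent was added for 30–60 min at room temperature, and luminescence was read.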
# PTHR1 agonist – qHTS for PTHR1 Agonists: Primary Screen | HEK293 GP2 PTHR1 cells, GloSensor cAMP luminescence, 1 h | AID 743266, 2014 | Potency, µM (series often up to 115 µM), inactives show top-dose activation, usual class: activators | 410,000 tested, 0.075% active | Parathyroid hormone/parathyroid hormone-related peptide receptor (Homo sapiens), Q03431; also: potency is read from the fitted curve at half-maximal effect; nearly all actives have a fitted effect of over 55% in size; some results filed as inactive show a strong effect at the top dose; inactives centre near -15; many of its hits are not listed in these tables
#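 HEK-293-derived GP2 cells expressing PTHR1 and a GloSensor cAMP reporter, 3,000/well, plated overnight, given luciferin plus IBMX (each 0.5 mM as added) for 1 h at 37 °C, then compound for 1 h at 37 °C. Luminescence was read after 15 min at room temperature.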
# Mm-Cpn inhibitor – Inhibitors of TCP-1 ring complex (TRiC) of Methanococcus maripaludis (MmCpn): qHTS | Potency, µM (series often up to 76.9 µM), without a hit: at the highest dose activity, negative = inhibition, actives largely listed as inhibitors | purified Mm-Cpn ATPase, ADP Transcreener TR-FRET | 330,000 tested, 0.031% active | Chaperonin Mm-Cpn (Methanococcus maripaludis); also: potency is read from the fitted curve at half-maximal effect; % is scaled to controls: 0 for no effect and ±100 for the full control effect; nearly all actives have a fitted effect of over 80% in size
#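 25 nM Mm-CPN + cpd, 10 min 37°C; + 10 uM ATP, 30 min 37°C; buffer 30 mM Tris pH 7.4, 100 mM KCl, 5 mM MgCl2, 1 mM DTT; Transcreener ADP HTRF detection 30 min RT.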
# CCT modulator – High-Throughput Screening for Modulators of Cytosolic Chaperonin Activity. activity change, % (concentration not given with the values), hits read low. purified chaperonin ATPase assay, HTRF ADP detection, 30 min. 360,000 tested, 0.3% active. AID 651819, 2012; in the data active = activity change below about -30%; also: % is scaled to controls: 0 for no effect and ±100 for the full control effect
#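 We incubate TRiC, 40 or 20 nM final, with library compounds at 76 uM and 10 uM ATP for 30 min at 37 °C. ADP formed is detected with Transcreener HTRF reagents after 30 min at room temperature.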
# DRD3 antagonist – qHTS of D3 Dopamine Receptor Antagonist: qHTS; max response, negative = inhibition, %; D(3) dopamine receptor (Homo sapiens), P35462; D3R cells, DiscoveRx beta-arrestin luminescence, antagonist mode; active compounds read low; 360,000 tested, 2.5% active; AID 652054, 2013; in the data active = max response below about -50%; inconclusive = no clear call, values can overlap the other calls; also: % is scaled to controls: 0 for no effect and ±100 for the full control effect; mostly tested at two doses, the higher about 12 µM
#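 Cells expressing the human receptor were seeded at 1500 cells/well, incubated overnight at 37 degrees C in 5% CO2, then exposed to library compounds with dopamine controls for 90 minutes at 37 degrees C before luminescent detection.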
# Akt phos inh – HTS Assay for Inhibitors of Akt Phophorylation: Primary Screen. Neuro2A IGF-stimulated pAkt S473 HTRF, 20 min; active compounds read low. activity change, % for hits at 50 µM. 360,000 tested, 0.32% active. AID 651550, 2012; in the data active = activity change below about -80%; inconclusive = mostly about -51% to -80%; also: % is scaled to controls: 0 for no effect and ±100 for the full control effect
#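 Neuro2A cells (4,500/well, DMEM with 0.5% FBS) were treated with compound at a single 50 µM final concentration, stimulated with 6 nM IGF for 20 min at 37 °C, and lysed. Phospho-Akt Ser473 was read by HTRF as 665/615 ratio ×10^4.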
# * = called active by the depositor; i = inactive; ? = inconclusive; . = not tested or not shown; & = joins results of further samples; [ ] = dose if it differs, or a comment. Unless noted, calls follow the shape of the dose curve; as a rule, active = well fitted curve in the direction sought with a large enough effect; inconclusive = small, poorly fitted or top-dose-only effect, or another doubt; inactive = no such curve, though single readings can be large; an effect the other way counts as inactive or inconclusive. Only part of the results is shown. The share of hits here may be higher or lower than overall.
SMILES,EPAC2 antag,EPAC2 agonist,D3 ag,PTHR1 agonist,Mm-Cpn inhibitor,CCT modulator,DRD3 antagonist,Akt phos inh
Cc1ccc(C(=O)NC(C)c2ccc(-n3ccnc3)cc2)cc1 (centres undefined),-3%,2%,-5,i,1%,0.0,12,i
CCSc1nsc(NC(=O)Nc2ccc(F)cc2F)n1,4%,-3%,5,-38%[inhibitor],2%,-0.3,35,i
CCOc1ccccc1NC(=O)CCC(=O)Nc1ccccc1OCC,1%,-1%,-6,i,-1%,0.3,-6,i
CCCCSc1nc2[nH]ncc2c(=O)[nH]1,-5%,8%,1,-2%,-3%,-0.6,-16,i
O=C(COC(=O)c1ccc(Br)cc1)NCCN1C(=O)CSC1=O,2%,19%,-3,i,-25%,1.0,-3,i
CSc1ccccc1NC(=O)Nc1cccc(Cl)c1,-4%,23%,-29,-3%,0%,-1.6,?,i
CS(=O)(=O)N1N=C(c2cccs2)CC1c1ccco1 (centres undefined),-4%,11%,-2,9%,-3%,2.2,-10,i
CC(=O)OCCCNc1cc(Sc2ccc(C)cc2)c2nonc2c1[N+](=O)[O-],10%,-2%,-35,-18%,0%,-1.6,-73*,i
Cn1c(CNC(=O)c2ccc(Cl)cc2)nnc1SCC(=O)NC1CCCC1,-1%,11%,0,i,1%,-1.5,5,i
COc1ccc(/C=C(/C#N)C(=O)NC2CCCCC2)cc1Br,-1%,7%,1,i,2%,1.8,0,i
N#Cc1ccc(CSc2ncccn2)cc1,11%,10%,-1,-7%,-1%,-2.0,2,i
COc1ccc(CNC(=S)Nc2ccc3nc(N4CCN(C)CC4)cc(C)c3c2)cc1,-9%,-5%,-22,-4%,-8%,0.1,-8,i
Cc1ccccc1C(=O)N1CCC(C(=O)Nc2sccc2C(N)=O)CC1,0%,1%,2,-7%,0%,-21,-9,i
COc1ccc(C(=O)Nc2ccccc2C(=O)N(Cc2ccco2)C(C(N)=O)C(C)C)cc1 (centres undefined),11%,-9%,2,i,0%,-0.6,4,i
COc1ccccc1Nc1nnc(Cc2ccccc2)c(=O)[nH]1,4%,-5%,-3,-5%,4%,-1.8,1,i
O=C(CSC1=NCCS1)Nc1cccc(F)c1,-8%,3%,2,-32%[inhibitor],-1%,0.4,13,i
COc1ccc(NC(=O)COC(C)=O)cc1Cl,6%,2%,-3,-16%,0%,-1.0,-16,i
COc1ccc(-c2csc3ncnc(N4CCN(S(=O)(=O)c5cccc(C(F)(F)F)c5)CC4)c23)cc1,5%,3%,5,i,0%,-4.1,0,i
CC(C)c1ccccc1-n1cc[nH]c1=S,-1%,4%,7,-33%,0%,-2.5,-1,i
O=C(c1ccc2c(=O)n(C3CCCC3)c(=S)[nH]c2c1)N1CCCCCC1,1%,0%,-4,-32%,0%,-2.2,-7,i
CCOc1ccc(C(C)=O)cc1COc1cccnc1[N+](=O)[O-],1%,-3%,-3,-7%,-2%,0.9,9,i
CN(CCc1cn[nH]c1)C(=O)CC1C(=O)NCCN1Cc1ccccc1C(F)(F)F (centres undefined),2%,2%,-3,?,-2%,-0.2,10,i
Cc1ccc(NC(=O)Nc2c(C)n(C)n(-c3ccccc3)c2=O)cc1C,9%,0%,2,i,-1%,-3.1,6,i
Cn1c(=O)c2c(nc(NCCCO)n2C/C=C/c2ccccc2)n(C)c1=O,2%,-11%,6,-24%,3%,0.9,21,i
COc1ccc2c(=O)cc(C(=O)O)oc2c1,19%,2%,-2,-9%,-3%,-0.9,-11,i
CCCN1C(=O)N(c2cccc(C)c2)C(C)(O)CC1(C)C (centres undefined),1%,4%,2,i,1%,0.9,-4,i
NS(=O)(=O)c1ccc(NC(=S)NC(=O)/C=C/c2cccs2)cc1,7%,2%,-1,i,-13%,0.7,6,i
COc1ccc(C(=O)N/C(=C/c2ccc(Cl)cc2)C(=O)Nc2ccc(C(=O)O)cc2)cc1,-2%,-5%,-8,-4%,1%,-2.4,-27,i
CCOc1c(Cl)cnn(-c2ccc(C)cc2)c1=O,3%,6%,-4,24%[57.5 µM],1%,-2.9,59,i
O=C(CSc1nc2ccccc2s1)Nc1cc(S(=O)(=O)N2CCOCC2)ccc1Cl,-1%,18%,-5,-15%,?,0.0,-13,i
O=C(CSc1cccc2cccnc12)OCC(=O)c1ccc(Br)cc1,-4%[57.1 µM],-8%,2,-1%[57.5 µM],-3%,-2.1,22,i
COC(=O)c1c(NC(=O)CCC(=O)O)sc2c1CCCCC2,5%,6%,-1,i,-1%,-0.5,3,i
CN(CCC1CCOCC1)C(=O)C1CCC(=O)N(CCc2ccc(Cl)cc2)C1 (centres undefined),0%,-3%,2,-9%,-1%,1.0,15,i
COc1cc(CC(=O)OCC(=O)N2CC(=O)Nc3ccccc32)cc(OC)c1OC,-4%,6%,-1,i,4%,-4.9,-13,i
CC1CCN(S(=O)(=O)c2cc(C(=O)N3CCN(c4ncccn4)CC3)ccc2Br)CC1,-15%,8%,2,-51%[inhibitor],1%,-3.0,17,i
CCSC1=C(C#N)C(c2cccs2)C(C(=O)OC)=C(C)N1 (centres undefined),?,2%,2,-18%,0%,2.0,14,i
O=S(=O)(c1ccc(Cl)cc1)N1CCC(N2CCOCC2)CC1,21%,-2%,2,?,-4%,-1.3,?,i
CC(CNC(=O)CCC(=O)N1CCOc2ccc(Cl)cc21)c1ccccc1 (centres undefined),7%,8%,-15,-21%,-4%,-66*,-50*,i
CC1CCCCC1NC(=O)CCn1c(=O)oc2ccccc21 (centres undefined),5%,3%,-4,i,0%,2.9,13,i
COc1ccc(N(CC(=O)N2CCN(c3ccc(F)cc3)CC2)S(=O)(=O)c2c(C)n[nH]c2C)cc1,-2%,2%,3&-3,i,1%,0.3,4,i
COc1ccc(CC(=O)Nc2ccc(S(=O)(=O)Nc3ncccn3)cc2)cc1OC,3%,9%,-14,-16%,2%,-0.6,3,i
COc1cc(C(=S)N2CCCC2)ccc1OCc1ccccc1,0%,9%,6,-28%,2%,-3.8,-5,i
O=C1C2C(C(=O)N1/N=C/c1ccc([N+](=O)[O-])o1)C1C=CC2C12CC2 (centres undefined),17%,8%,2,-14%,1%,-0.9,-6,i
Cc1ccc(NC(=O)Cn2cc(S(=O)(=O)c3ccccc3)c(=O)c3cc(F)ccc32)cc1,-11%,4%,4,-18%,0%,0.8,-26,i
CCN(CC(=O)Nc1ccc(S(=O)(=O)N2CCCC2)cc1)CC(=O)Nc1cccc(OC)c1,3%,18%,-1,i,-3%,-1.6,-16,i
O=S(=O)(Cc1ccccc1)Nn1cnnc1,10%,5%,-1,-3%[57.5 µM],-1%,1.2,10,.
CC(=O)c1c(Nc2cccc(F)c2)oc(C)cc1=O,0%,1%,2,-9%,1%,-0.1,0,i
CCN(CC)C(=O)C1=C(C)N(CCCOC)C(=O)C(CC(=O)NCCCCc2ccccc2)C1 (centres undefined),-5%,4%,-3,-24%,.,1.3,11,i
COCCCNc1nc(N)c([N+](=O)[O-])c(NCC2CCCO2)n1 (centres undefined),5%,2%,-4,i,2%,1.1,-6,i
COCCn1c(SCC(=O)NCCc2ccccc2)nc2c([nH]c3ccccc32)c1=O,4%,1%,2,i,3%,-4.9,4,i
CS(=O)(=O)N(CCc1ccccc1)CC(=O)N1CCN(Cc2ccc3c(c2)OCO3)CC1,-4%,13%,-2,-24%,.,-3.7,-18,i
Cn1cccc1C(=O)C(=O)Nc1cccc(Cl)c1Cl,-2%,-1%,0,-22%,0%,-3.3,64,i
O=C(NNC(=O)c1ccccc1Br)c1ccc2nc[nH]c2c1,5%,12%,-2,2%,4%,-2.0,0,i
CCOc1ccc(CNc2cccc(SC)c2)cc1,-10%,11%,-3,-19%,-1%,-1.6,-7,i
CCCc1nc2sc3c(c2c(=O)n1NC(=O)CCC(=O)O)CCCC3,-5%,5%,-5,i,1%,-1.0,-11,i
O=C1NC(CCc2ccccc2)C(=O)N1Cc1cccc2ccccc12 (centres undefined),-13%,12%,-2,-17%,-3%,0.0,1,i
Cc1nc2nc(C)n(-c3ccccc3)c2s1,2%,13%,9,i,-4%,0.5,1,i
CN(Cc1cnn(C)c1)Cc1nc(C(c2ccccc2)c2ccccc2)no1,1%,6%,-17,-92%[inhibitor],-1%,-0.9,-3,i
COc1ccc(CC(=O)OCc2csc(CC(=O)Nc3ccc(C)cc3)n2)cc1,-12%,9%,-7,-16%,1%,-1.3,-16,i
CN(C/C=C/C#CC(C)(C)C)Cc1cccc2ccccc12,?,4%,-33&-7,i,.,-2.0,-5,i

# Ordered by molecular weight (ascending): part of the list above
SMILES,EPAC2 antag,EPAC2 agonist,D3 ag,PTHR1 agonist,Mm-Cpn inhibitor,CCT modulator,DRD3 antagonist,Akt phos inh
Cc1nc2nc(C)n(-c3ccccc3)c2s1,2%,13%,9,i,-4%,0.5,1,i
O=S(=O)(Cc1ccccc1)Nn1cnnc1,10%,5%,-1,-3%[57.5 µM],-1%,1.2,10,.
CCN(CC(=O)Nc1ccc(S(=O)(=O)N2CCCC2)cc1)CC(=O)Nc1cccc(OC)c1,3%,18%,-1,i,-3%,-1.6,-16,i

# The list continues.
SMILES,EPAC2 antag,EPAC2 agonist,D3 ag,PTHR1 agonist,Mm-Cpn inhibitor,CCT modulator,DRD3 antagonist,Akt phos inh
O=S(=O)(c1ccccc1)N1CCN(S(=O)(=O)N2CCCCCC2)CC1,4%,0%,5,i,0%,-3.4,3,i
O=C(COC(=O)/C=C/c1ccccc1)NCc1ccccc1Cl,-23%,-1%,3,i,0%,-1.2,12,i
O=C(COc1ccc(Br)cc1Cl)NCCCN1CCOCC1,12%,13%,-27,i,-5%,0.3,10,i
Cc1ccnc(NS(=O)(=O)c2ccc(NC(=O)Cc3ccc(Br)cc3)cc2)n1,-9%,0%,-2,-22%,-1%,0.2,5,i
